Assay outcomes: PubChem BioAssay, The Scripps Research Institute Molecular Screening Center
OX1R antag-1: antagonists of human orexin 1 receptor (OX1R) | AID 485270, 2010 | Orexin/Hypocretin receptor type 1 (Homo sapiens), O43613 | inhibition, % at 6.6 µM | 1.8% of 330,000 active | OX1R-expressing cells, FRET antagonist read-out; in the data active = inhibition mostly above about 38%, no sharp cut-off; inactive = mostly below about 40%;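 also: 0% = agonist challenge alone and 100% = reference antagonist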
Target sequence (O43613 whole entry, looked up): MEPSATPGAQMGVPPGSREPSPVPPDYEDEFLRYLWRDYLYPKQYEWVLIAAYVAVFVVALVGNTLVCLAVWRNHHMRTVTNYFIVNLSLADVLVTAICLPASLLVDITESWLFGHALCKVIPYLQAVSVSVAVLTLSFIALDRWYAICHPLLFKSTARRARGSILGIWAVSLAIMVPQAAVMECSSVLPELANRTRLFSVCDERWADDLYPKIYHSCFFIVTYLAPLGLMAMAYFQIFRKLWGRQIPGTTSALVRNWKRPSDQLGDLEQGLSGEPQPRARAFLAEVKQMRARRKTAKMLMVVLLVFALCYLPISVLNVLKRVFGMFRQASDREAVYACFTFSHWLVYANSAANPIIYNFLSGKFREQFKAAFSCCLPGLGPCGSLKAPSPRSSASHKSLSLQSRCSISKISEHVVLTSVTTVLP
OX1R antag-2: OX1R (HCRTR1) antagonists, primary screen, fluorescence, CHO/OX1R cells, Fluo-8 calcium, orexin A; 0.43% of 330,000 active; Fluo-8 calcium fluorescence; Orexin/Hypocretin receptor type 1 (Homo sapiens), O43613; inhibition, % at 5 µM; AID 434989, 2010;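 active = inhibition above its plate's threshold, mean inhibition of all tested compounds on the plate plus 3 SD, cut at about 37% in these data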;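 also: 0% = orexin A challenge wells and 100% = SB-334867-A antagonist wells; not every result past the cut was called active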
Numbers without * were called inactive. Compounds as they come. Share with any hit: about 2.1%.

compound,OX1R antag-1,OX1R antag-2
C#CCOCCOCCOCCNc1nc(N2CCN(C(=O)CCCCCCCCCCNC(=O)[C@H](CCCCN)n3cc(C)nn3)CC2)nc(N2CCN(C(=O)CCCCCCCCCCNC(=O)[C@@H]([C@H](C)CC)n3cc(CCCCCN)nn3)CC2)n1,-4,-8
O=C(Cn1cc(C(=S)N2CCOCC2)c2ccccc21)N1CCOCC1,12,-19
Cc1cc([N+](=O)[O-])nn1CCCC(=O)NC1CCCCC1,18,4
Cc1c(Br)c(C(F)(F)F)nn1CC(=O)NCCN1CCOCC1,-2,-14
C/C(=N\Nc1cc(C)nc(-c2ccccc2O)n1)c1ccccc1O,36,-22
CCOC(=O)C1CCN(S(=O)(=O)c2ccc(C(C)(C)C)cc2)CC1,10,-4
O=C(NCc1ccc(F)cc1)C1CCN(S(=O)(=O)N2CCCCC2)CC1,7,-21
N#Cc1ccccc1NS(=O)(=O)c1cc2c3c(c1)CCC(=O)N3CCC2,2,-12
CCOC(=O)c1sc2nccc(N(C)C)c2c1N=CNOCc1c(F)cccc1Cl,18,-16
Nc1ncc([N+](=O)[O-])c(N2CCCCCC2)n1,11,1
CCOC(=O)NCc1ccc2[nH]c(C)cc2c1,-1,-11
CC(O)[C@H]1CNCCN1CCc1cc(C(F)(F)F)cc(C(F)(F)F)c1 (stereo partly specified),7,5
CC(=O)Nc1ccc(S(=O)(=O)N(C)CC(=O)N/N=C/c2cccc(O)c2)cc1,18,6
O=C(Nn1c(-c2ccccc2)nc2ccccc2c1=O)c1ccco1,11,-13
NC(=O)c1nsc(C(=O)N(c2ccccc2)C(C(=O)NC2CCCC2)c2ccncc2)c1N (stereo unspecified),9,-26
CCN1CCN(S(=O)(=O)c2ccc(C)c([N+](=O)[O-])c2)CC1,21,-6
Cc1ccc(CNC(=O)CN(C2CCCCC2)S(C)(=O)=O)cc1,7,-29
Cc1nc2ncnn2c(N2CCCC(C(=O)Nc3ccc4c(c3)CCC4)C2)c1C (stereo unspecified),15,-30
Cc1ccccc1-n1c(=O)cc(NCC2CCCO2)[nH]c1=O (stereo unspecified),1,-6
COc1cc(NC(=O)C(C)Oc2ccccc2)ccc1NC(=O)COc1ccccc1 (stereo unspecified),32,-16
COc1cccc(/C=N/NC(=O)c2[nH]c(C)c(C(=O)N/N=C/c3cccc(OC)c3)c2C)c1,34,-9
CCC(=O)N1CCc2cc(S(=O)(=O)NC(C(=O)NC3CCCc4ccccc43)C(C)C)ccc21 (stereo unspecified),9,-43
Cc1cccc(OCC(=O)NC2CCCC2)c1,5,8
CN1CCN(c2oc(-c3cccs3)nc2S(=O)(=O)c2ccccc2)CC1,29,-20
Cc1ccccc1-c1noc(CCC(=O)NCC2CCCO2)n1 (stereo unspecified),9,-40
CC(=O)N1CCOc2ccc(S(=O)(=O)N(C)c3cccc(C)c3)cc21,10,-28
CCOc1ccc(N2C(=O)CCC2=O)cc1,6,-6
CC1CC(NC(=O)C2(C)CC2(Cl)Cl)CC(C)(C)C1 (stereo unspecified),5,-20
CC(=O)c1ccc(NC(=O)CN(C)CC(=O)Nc2cccc(F)c2)cc1,4,-26
Cc1ccc(NC(=O)CSc2nnc(Cn3c(=O)sc4ccccc43)n2C)cc1,9,-31
Cc1ccc(N2C(=O)C3C4C=CC(CC4)C3C2=O)cc1Br (stereo unspecified),4,-9
CC(=O)CCc1oc2ccccc2c1-c1ccccc1,8,-39
COc1ccc(CN2C(=O)c3ccccc3C2=O)cc1C(=O)Nc1ccc(C)cc1C,8,-10
CC(C)(C)c1nc(C(C)(C)C)c(Br)c(=O)[nH]1,5,-18
Cc1cc(NC(C)c2ccccc2)n2ncc(-c3ccccc3)c2n1 (stereo unspecified),1,-40
Cc1c(C(=O)NCc2cccnc2)sc2nc(-c3ccc(F)cc3)cn12,17,-13
N#Cc1c(C(F)(F)F)cc(-c2ccco2)nc1SCc1ccccn1,5,44
CC1=CCC2C(=O)N(CCc3c[nH]c4ccccc34)C(=O)C2C1 (stereo unspecified),15,-20
COc1ccc(CCNC(=O)COc2ccc(N(C)S(=O)(=O)c3ccc(C)cc3)cc2)cc1,28,-13
Cn1c(CNc2cccc(C(F)(F)F)c2)n[nH]c1=S,10,-12
O=C(CSc1ccccc1C(=O)O)NC1CCCCCC1,14,-6
Cc1ccccc1OCC(=O)Nc1ccc(C)c(S(=O)(=O)N2CCCCCC2)c1,37,-19
O=C(COC(=O)c1cccc(S(=O)(=O)NCc2ccccc2)c1)c1ccccc1,32,1
COC(=O)Cn1ncc2c3ccccc3n(C)c2c1=O,11,-5
CN(C(=O)c1cccc(NC(=O)C2CCCN(C(=O)OC(C)(C)C)C2)c1)C1CCC1 (stereo unspecified),8,-18
CNc1nc(C(=O)O)nc(N2CCOCC2)n1,14,-5
Cc1ccc(C(=O)NCC(=O)OCC(=O)c2ccc3c(c2)OCCO3)cc1C,9,-26
Cc1nc2c(-c3ccc(F)cc3)c(C)nn2c(C)c1CCC(=O)Nc1ccccc1F,19,-23
COc1ccc(CN(CCC(C)C)S(=O)(=O)c2ccccc2Br)c(OC)c1,38*,42
Cc1ccc(/C(N)=N/OC(=O)C(C)c2ccc([N+](=O)[O-])cc2)cc1 (stereo unspecified),-6,-21

More structures follow.
compound,OX1R antag-1,OX1R antag-2
CCc1ccccc1NC(=O)CSc1nc(-c2ccccc2)nn1C(=O)c1cccc([N+](=O)[O-])c1,42*,-17
Cc1ccc(SCC(=O)Nc2cc(C)on2)cc1,1,-7
CN1C(C)(C)CC(=NOC(=O)c2ccccc2)CC1(C)C,5,-3
Cn1cc(/C=N/NC(N)=S)c2ccccc21,5,2
CCOC(=O)c1c(NC(=O)C(C)OC(=O)c2ccc(NC(=O)CC#N)cc2)sc2c1CCCC2 (stereo unspecified),13,-9
Oc1oc(-c2ccco2)nc1C=Nc1cccc(Cl)c1,7,-22
CN(C)c1ccc(N/C=C/C(=O)c2ccc(F)cc2)cc1,19,-18
Cc1oc(-c2cc(F)ccc2F)nc1CN1CCN(C)C(=O)[C@@H]1C,2,-24
Cc1cccn2c(N)c(-c3ccccc3)nc12,20,-27
COc1ccc2nc(NC(=O)C3=NN(c4ccccc4)C(=O)CC3)sc2c1,7,-13
CN(C)c1ccc(C2(O)C(=O)c3ccccc3C2=O)cc1,15,-5
CC(=O)N1CC=CC1(C)C(=O)NCc1cc(F)cc(C(F)(F)F)c1 (stereo unspecified),19,-17
Clc1ccc(-c2c[nH]c3ccccc23)nn1,17,-9
O=c1[nH]cnc2c1ncn2[C@@H]1C[C@@H](O)[C@H](CO)O1,-9,-26
COCCn1c(SCC(=O)NC2CCCCC2C)nc2ccccc2c1=O (stereo unspecified),8,-20
COc1cc(-c2nnc(-c3ccccc3)o2)cc(OC)c1OC,30,-29
CCC(=O)Nc1ccc(C(=O)Nc2ccc3c(c2)OCO3)cc1,18,-3
O=C(Nc1cccnc1)c1cc(-c2cc(Cl)ccc2O)n[nH]1,67*,-16
CCS(=O)(=O)c1ncc(Cl)c(C(=O)Nc2ccc(S(=O)(=O)N(C)c3ccccc3)cc2)n1,46*,51*
Cc1ccc(Cc2nnc(SCC(=O)Nc3c(C)cccc3C)[nH]c2=O)cc1,12,4
CN(C)c1ccc(-c2nnn(CC(=O)N3c4ccccc4CCc4ccccc43)n2)cc1,11,-14
CCC1(CC)NC(=O)N(CC(=O)OC(C)C(=O)Nc2cc([N+](=O)[O-])ccc2OC)C1=O (stereo unspecified),21,-3
CC1(N(O)/C=C2\C=CC=CC2=O)CCCCC1=O (stereo unspecified),9,-14
CCCN1CCN(C(=O)c2cc3c(s2)-c2ccccc2OC3)CC1,10,-17
Cc1nnc2n(c1=O)N=C(c1ccc(Cl)cc1)CS2,65,-4
Cc1ccc(C(=O)N(c2c(C)n(C)n(-c3ccccc3)c2=O)C(C)C)cc1,13,-9
Cc1ccc(-n2nnc3c(SCC(=O)NCC4CCCO4)ncnc32)cc1 (stereo unspecified),11,-12
COc1ccc(CN2C(=O)C(O)(CC(=O)c3ccc4c(c3)OCO4)c3ccccc32)cc1OC (stereo unspecified),3,-11
Cc1ccc(OCC(=O)Nc2ccc3c(c2)OCO3)cc1C,7,-3
COc1ccc(CNC(=O)c2ccc(NC(=O)CC3SC(N4CCCC4)=NC3=O)cc2)cc1 (stereo unspecified),6,-2
CCOC(=O)c1oc2ccc(S(=O)(=O)n3nc(-c4ccc(C)cc4)cc3N)cc2c1C,5,-18
O=C(O)CCSc1nc2ccccc2n1CCOc1ccccc1,4,-11
O=C(CN1C(=O)C2C3C=CC(C3)C2C1=O)Nc1ccc(C(=O)O)cc1 (stereo unspecified),14,-15
COC(=O)c1ccc(CSc2nc(-c3ccccc3)cs2)o1,19,6
Cn1c(/C(C#N)=C(\O)COc2ccc3ccccc3c2)nc2ccccc21,31,2
O=[N+]([O-])c1cc(CN(CCO)CCO)ccc1O,18,-8
CCOCCCNC(=O)c1[nH]c(C)c(C(C)=O)c1C,10,7
Cc1c(N/C(=N/S(=O)(=O)c2ccccc2)c2ccc(Cl)cc2)c(=O)n(-c2ccccc2)n1C,13,-17
O=C(Nc1ccccc1C(=O)OCC(=O)N1CCc2ccccc2C1)c1ccco1,80*,27
Cc1cc(Br)ccc1NC(=O)CSCc1c(C)noc1C,3,-20
CN(C(=O)COc1ccc(-c2nnco2)cc1)C1CCS(=O)(=O)C1 (stereo unspecified),24,-17
COC(=O)c1ccc(Cn2cnc3c(cnn3-c3ccc(Cl)cc3)c2=O)o1,26,-17
CC(=O)c1ccc(NC(=O)/C(=C\c2ccc(F)cc2)NC(=O)c2ccco2)cc1,13,-19
N#C/C=C1\Sc2ccccc2C(=O)N1CC(=O)N1CCN(S(=O)(=O)c2ccccc2)CC1,5,-30
CCCCNC(=O)CCn1nc(-c2ccccc2)c2ccccc2c1=O,16,-15
COC/C=C/C1=CC2=CC(=O)C(C)(OC(=O)c3cccs3)C(=O)C2=CO1 (stereo unspecified),18,-6
Cc1ccc(NC(=O)CC2S/C(=N/N=C/c3ccco3)NC2=O)cc1Cl (stereo unspecified),8,-6
CSc1ccc(/C=C/C(=O)NC23CC4CC(CC(C4)C2)C3)cc1,31,-10
CCN(C(=O)COC(=O)CSc1ccc([N+](=O)[O-])cc1)C1CCS(=O)(=O)C1 (stereo unspecified),23,-12
O=C(COc1ccc(Cl)cc1)N1CCN(c2cccc(C(F)(F)F)c2)CC1,17,3

One compound at a time, from the list above. Order of values: OX1R antag-1 | OX1R antag-2
Shown for N#C/C=C1\Sc2ccccc2C(=O)N1CC(=O)N1CCN(S(=O)(=O)c2ccccc2)CC1 → 5 | -30
Shown for CCN(C(=O)COC(=O)CSc1ccc([N+](=O)[O-])cc1)C1CCS(=O)(=O)C1 (stereo unspecified) → 23 | -12
Shown for CSc1ccc(/C=C/C(=O)NC23CC4CC(CC(C4)C2)C3)cc1 → 31 | -10

Following part.
compound,OX1R antag-1,OX1R antag-2
O=C1NC(=O)/C(=C/c2ccco2)N1,11,-8
O=c1[nH]c(SCc2nc3ccccc3n2Cc2ccccc2)nc2ccccc12,39,-31
Fc1ccc(/C=C/c2nnc(-c3cccs3)o2)cc1,15,-23
CC(=O)Nc1ccc(S(=O)(=O)N2CCC(C(=O)N[C@@H](C)C(=O)NC3CCCC3)CC2)cc1,-4,-13
O=C(Nc1ccc2ccccc2c1)/C(=C/c1cccc(Br)c1)NC(=O)c1ccco1,20,0
CCOC(=O)C(=O)Nc1nc(-c2ccc3c(c2)CCN3C(=O)C2CC2)c(C)s1,25,-49
CCOC(=O)C1=C(C)NC(=S)NC1c1ccc(OC(=O)c2ccco2)cc1 (stereo unspecified),14,-8
CCCc1cc(C(=O)Nc2nnc(C)s2)cs1,8,-18
O=C(NCc1cn2ccsc2n1)Nc1ccc(Cl)cc1,4,-17
CCOc1ccccc1NC(=S)NCc1ccccc1,13,-7

Four entries already listed, sorted by the number in OX1R antag-1, rising:
compound,OX1R antag-1,OX1R antag-2
CC(=O)Nc1ccc(S(=O)(=O)N2CCC(C(=O)N[C@@H](C)C(=O)NC3CCCC3)CC2)cc1,-4,-13
O=C1NC(=O)/C(=C/c2ccco2)N1,11,-8
O=C(Nc1ccc2ccccc2c1)/C(=C/c1cccc(Br)c1)NC(=O)c1ccco1,20,0
O=c1[nH]c(SCc2nc3ccccc3n2Cc2ccccc2)nc2ccccc12,39,-31

An excerpt of these results, with the structure last.
OX1R antag-1	OX1R antag-2	SMILES
39	-31	O=c1[nH]c(SCc2nc3ccccc3n2Cc2ccccc2)nc2ccccc12
15	-23	Fc1ccc(/C=C/c2nnc(-c3cccs3)o2)cc1

The list continues:
compound,OX1R antag-1,OX1R antag-2
O=C(COc1ccc(Cl)cc1)NCCCNC(=O)c1cnccn1,9,-8
CCCCC(=O)NC(c1cccs1)c1cc(Cl)c2cccnc2c1O (stereo unspecified),10,-8
CCc1nn(CC(=O)NCCCN(CC)c2cccc(C)c2)c(=O)c2cc3occc3n12,22,-14
COc1ccc(C2=NN(C(=O)CCC(=O)O)C(c3cccs3)C2)cc1OC (stereo unspecified),16,-15
Nc1nc(-c2ccc(Cl)cc2)nn1C(=O)c1cccnc1,6,-3
Cc1ccc(NC(=O)COC(=O)CNC(=O)c2ccc(Cl)cc2Cl)cc1S(=O)(=O)N1CCOCC1,11,-15
COc1ccc(C(=O)OCC(=O)Nc2sccc2C(N)=O)cc1OC,28,-15
